MgcRacGAP inhibition: MgcRacGAP GTPase-activating activity inhibitors, confirmation, biochemical, ADP Hunter fluorescence; hit rate 0.6% among 340,000; AID 624330; inhibition, % at 30 µM; hits with a dose series show IC50 in µM; MgcRacGAP-stimulated Rac1 GTP hydrolysis, ADP Hunter fluorescence; higher % means a stronger effect; GST-tagged Rac1 F28L mutant substrate;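 active = first-screen hits whose inhibition reached a set limit at any dose in the follow-up dose series; inconclusive = inhibition above the set first-screen limit but never retested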;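 note: fluorescence reports GDP produced by GAP-driven GTP hydrolysis; strong numbers were not always called active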
Salmonella PhoP GFP: inhibitors of PhoP regulon expression, primary screen, Salmonella Typhimurium, GFP reporter (AID 1863) | S. Typhimurium PhoP-regulated promoter GFP reporter, 4 h; higher % means a stronger effect | one-dose inhibition, % at 50 µM; IC50 in µM for titrated hits | hit rate 0.16% among 300,000;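 active = inhibition over 29.93%, a cutoff 3 SD above the screen mean, later confirmed by dose response; inconclusive = inhibition over 29.93% but no dose response follow-up; inactive = inhibition at most 29.93% or unconfirmed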;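 note: 0% = low Mg2+ inducing control and 100% = high Mg2+ repressing control; strong numbers were not always called active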
West Nile virus CPE: West Nile virus antiviral activity, cell-based, CPE readout (AID 1621); CPE inhibition, % at 10 µM; hits with a dose series show IC50 in µM; West Nile virus-infected cells, CPE inhibition; higher % means a stronger effect; hit rate 0.02% among 290,000; in the data active = a potency from the dose series; inconclusive = CPE inhibition mostly from about 3.7% at the one dose, without a potency; inactive = the rest, 99 in 100 with CPE inhibition below about 2.2%; note: strong numbers were not always called active
NTR1 agonist: NTR1-driven beta-arrestin-GFP spot formation – imaging, U2OS cells, high content, primary screen (AID 493036). hit rate 0.17% among 330,000. P30989. agonist mode. activation, % at 20 µM;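 active = activation at or above 40% of the spot to cytoplasm intensity ratio, with at least 20 cells analyzed; inconclusive = wells under 20 cells, flagged as cytotoxic or low count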;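 note: 0% = DMSO without peptide and 100% = 100 nM NTR1 peptide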
Target sequence (P30989 whole entry, looked up): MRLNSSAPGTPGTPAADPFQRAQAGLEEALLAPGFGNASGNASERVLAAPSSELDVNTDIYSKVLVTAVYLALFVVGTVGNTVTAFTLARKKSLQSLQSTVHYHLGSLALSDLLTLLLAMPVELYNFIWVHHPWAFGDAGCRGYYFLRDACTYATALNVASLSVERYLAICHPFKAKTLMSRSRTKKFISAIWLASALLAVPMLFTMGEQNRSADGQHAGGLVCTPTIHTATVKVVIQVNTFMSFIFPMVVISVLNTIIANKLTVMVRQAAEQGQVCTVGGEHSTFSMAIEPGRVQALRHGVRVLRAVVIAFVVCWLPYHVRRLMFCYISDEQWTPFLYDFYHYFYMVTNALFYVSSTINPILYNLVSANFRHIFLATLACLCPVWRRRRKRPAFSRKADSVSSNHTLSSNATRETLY
RSV antiviral HEp-2: inhibition of RSV-induced cytopathic effect – HEp-2 cells, primary 10 µM value included (AID 2391); HEp-2 cells, RSV-induced CPE inhibition; higher % means a stronger effect; CPE inhibition, % at 10 µM; hits with a dose series show IC50 in µM; hit rate 0.13% among 310,000; in the data active = a potency from the dose series; inconclusive = CPE inhibition mostly from about 23% at the one dose, without a potency; inactive = the rest, 99 in 100 with CPE inhibition below about 21%; note: strong numbers were not always called active
NS5 inhibitors: flavivirus cap methylation enzyme inhibition – biochemical, confirmation dose response, primary screen (AID 588689). Dengue-2 NS5 methyltransferase capping enzyme assay, biochemical; higher % means a stronger effect. inhibition, % at 25 µM; hits with a dose series show IC50 in µM. hit rate 0.3% among 340,000; in the data active = a potency from the dose series; inconclusive = inhibition above about 29% without an active follow-up result
SV40 large T antigen: SV40 large T antigen inhibitors, biochemical (AID 1903); SV40 large T antigen ATPase/helicase inhibition assay; higher % means a stronger effect; inhibition, % at 20 µM; hits with a dose series show IC50 in µM; hit rate 0.39% among 310,000; in the data active = a potency from the dose series; inconclusive = inhibition mostly from about 32% at the one dose, without a potency; inactive = the rest, 99 in 100 with inhibition below about 32%; note: strong numbers were not always called active
T cell modulator: T cell immune modulation candidate; 2C CD8+ T cell-vesicle binding, flow cytometry; active compounds read low; calls only at 7 µM; hit rate 0.068% among 330,000;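 active = response, share of CD8 T cells binding vesicles, and their 90th percentile fluorescence all below set limits, cut at about 80% in these data, passing the limit was not always enough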
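material = purified 2C TCR transgenic mouse naive CD8+ T cells | controls = Unloaded micro-vesicles (low), QL9 vesicles with 0.7% DMSO (high) | detection = cytometric PE anti-B7-1 and Alexa647 anti-CD8 signals after 1% paraformaldehyde fixation | incubation = binding step 1.5 h, 37 °C, antibody labelling 20 min, ice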
K1F lysis inhibition: inhibition of K1F phage lysis, E. coli UTI89, bacterial capsule biogenesis inhibitors, alamar blue (AID 488966). E. coli UTI89 K1F phage lysis, alamar blue, 2 h; higher % means a stronger effect. inhibition, % at 100 µM; hits with a dose series show IC50 in µM. hit rate 0.02% among 340,000;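 active = phage lysis inhibition, versus mean bacterial control, above a set limit; inconclusive = no clear call, values can overlap the other calls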;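 note: capsule biogenesis inhibitors block K1F phage lysis so surviving cells raise fluorescence; higher fluorescence means more inhibition of phage lysis; actives were called in the ten point dose series up to 300 µM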
T cell modulator vesicle-bound %: recorded beside T cell modulator, whose call it bears; double positive events, %; measured here: CD8+ vesicle-bound cell fraction;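 binding gate set so that unloaded-vesicle control wells show 10% double positive cells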
NTR1 agonist cell count 20 µM: second read-out of NTR1 agonist, no call of its own (marks repeat the call); cell count; measured here: cell count, cytotoxicity flag
NS5 inhibitors pilot replicate: also measured in NS5 inhibitors; calls as there; inhibition, %; measured here: pilot screen replicate inhibition
Starred values were filed as active, the others as inactive; i = inactive; ? = inconclusive; nt = no result given; [ ] = remark or other dose.

A first look, 2 compounds:
SMILES | MgcRacGAP inhibition | Salmonella PhoP GFP | West Nile virus CPE | NTR1 agonist | NTR1 agonist cell count 20 µM | RSV antiviral HEp-2 | NS5 inhibitors | SV40 large T antigen | T cell modulator | T cell modulator vesicle-bound % | K1F lysis inhibition | others
COc1ccc(NS(=O)(=O)c2cccc(NC(=O)c3ccc(S(=O)(=O)N4CCCCCC4)cc3)c2)cc1 | 5% | 6% | -1.9% | -0.2 | 37 | 5.6% | 1% | 4% | i | 48 | 0.3%
COc1ccc(NC(=O)c2ccc(-n3cccn3)nc2)c(OC)c1 | -2% | 13% | 0.1% | -1.5 | 83 | 2.1% | -5% | 0% | i | 46 | 3.6%

The whole of this part, previewed entries included:
SMILES | MgcRacGAP inhibition | Salmonella PhoP GFP | West Nile virus CPE | NTR1 agonist | NTR1 agonist cell count 20 µM | RSV antiviral HEp-2 | NS5 inhibitors | SV40 large T antigen | T cell modulator | T cell modulator vesicle-bound % | K1F lysis inhibition | others
COc1ccc(NS(=O)(=O)c2cccc(NC(=O)c3ccc(S(=O)(=O)N4CCCCCC4)cc3)c2)cc1 | 5% | 6% | -1.9% | -0.2 | 37 | 5.6% | 1% | 4% | i | 48 | 0.3%
COc1ccc(NC(=O)c2ccc(-n3cccn3)nc2)c(OC)c1 | -2% | 13% | 0.1% | -1.5 | 83 | 2.1% | -5% | 0% | i | 46 | 3.6%
Cc1ccc(-c2nc3ccccc3c(=O)n2CCCn2ccnc2)cc1 | 0% | 11% | -0.7% | 5.6 | 54 | 1.9% | -6% | 23% | i | 20 | 1.9%
COc1cccc(-n2c(SCC(=O)NCc3cccs3)nc3ccccc3c2=O)c1 | 6% | -3% | -0.5% | 2.1 | 70 | 2.0% | -11% | 10% | i | 42 | 3.9%
CN(CCc1ccccn1)C(=S)Nc1cccc(S(=O)(=O)N(C)C)c1 | 6% | 0% | -0.1% | 1.4 | 38 | 1.1% | 0% | 25% | i | 22 | 0.4%
COc1ccc(-n2c(=O)c3c4c(sc3n3cnnc23)CC(C)CC4)cc1 (stereo not given) | 6% | nt | -0.5% | 1.8 | 87 | 1.2% | -5% | nt | i | 45 | 0.5% | NS5 inhibitors pilot replicate=-0.2
Cc1ccc(NC(=O)CS(=O)CC(=O)NCC2CCCO2)cc1 (stereo not given) | -5% | -5% | 0.6% | -2.6 | 95 | 2.4% | 4% | -2% | i | 36 | -0.9%
COCCn1c(-c2ccc(Cl)cc2)nc2c(c(=O)c3ccccc3n2C)c1=O | nt | 6% | -0.6% | 1.3 | 49 | 8.7% | nt | 17% | i | 33 | nt
Cn1ncc(N=Cc2ccccc2)c1C(N)=O | -3% | -5% | 0.3% | -0.3 | 52 | 0.5% | 6% | 4% | i | 24 | 0.5%
COc1ccccc1-c1noc(-c2ccccc2C(=O)NCC2CCCO2)n1 (stereo not given) | -7% | -3% | -0.1% | -0.3 | 64 | -0.5% | -3% | 22% | i | 1 | -0.2%
CN1C(=O)CC(c2cn(Cc3ccccc3)c3ccccc23)C1=O (stereo not given) | 13% | -3% | 0.3% | -1.4 | 59 | 4.0% | -2% | 3% | i | 39 | 0.0%
CN(C(=O)CSc1n[nH]c(=O)[nH]c1=O)c1ccccc1 | 2% | nt | nt | 0.4 | 66 | nt | -13% | nt | i | 50 | 0.6%[50 µM]
Cc1ccc(CNC(=O)Cc2noc3ccccc23)cc1 | 4% | 7% | -0.1% | -1.4 | 66 | 0.9% | -2% | 1% | i | 35 | 0.0%
C=CCN(Cc1cccc(OC)c1OC)S(=O)(=O)N(C)C | 0% | -10% | 1.2% | -0.6 | 49 | 5.8% | 0% | 18% | i | 22 | 4.4%
O=C(CCc1ccc(S(=O)(=O)N2CCOCC2)cc1)Nc1nccs1 | 17% | -8% | 1.3% | -0.6 | 45 | 1.5% | -1% | 4% | i | 27 | 0.0%
COCC(C)n1c(SCC(=O)Nc2cc(C)on2)nc2ccccc2c1=O (stereo not given) | 10% | nt | nt | 0.4 | 80 | nt | 5% | nt | nt | nt | 0.6%[50 µM]
Cc1ccc(Cl)cc1N1CCN(C2CCCCC2NS(=O)(=O)c2ccccc2)CC1 (stereo not given) | 14% | 0% | 0.5% | 0.8 | 63 | 11% | -11% | 2% | i | 50 | 0.2%
CCCCN(C)C(=O)Cn1c(=O)oc2cc(S(=O)(=O)N3CC(C)CC(C)C3)ccc21 (stereo not given) | 7% | -2% | -0.1% | 1.0 | 53 | 2.7% | 0% | 5% | i | 26 | 0.0%
NS(=O)(=O)c1ccc(CNC(=O)/C=C/c2ccco2)cc1 | 13% | nt | -0.5% | 0.7 | 62 | -1.7% | -5% | 13% | i | 57 | -0.4%[50 µM]
c1ccc(CCNc2nnnn2-c2ccccc2)cc1 | -4% | -4% | 0.2% | -0.9 | 45 | 0.8% | -1% | 5% | i | 38 | -0.6%
CC(Oc1ccc2c3c(c(=O)oc2c1)CCCC3)C(=O)NC1CC(C)(C)NC(C)(C)C1 (stereo not given) | 10% | -7% | 0.3% | 0.0 | 66 | -0.1% | -1% | 13% | i | 29 | 1.1%
Cc1ccc(-c2csc(NC(=O)c3cccc(C)c3)c2C(=O)O)cc1 | -5% | nt | nt | 1.3 | 48 | ? | 2% | 18% | i | 52 | -2.9%
CCN(CC)CCN(C)Cc1nc(C(c2ccccc2)c2ccccc2)no1 | 11% | 0% | -0.7% | 0.2 | 41 | -1.6% | 3% | -3% | i | 63 | 0.2%
Cn1c(=O)[nH]c(=O)c2c1nc(N1CCCCCC1)n2CCCSc1nnnn1-c1ccccc1 | nt | 8% | -0.6% | 8.1 | 63 | 12% | nt | 18% | i | 34 | nt
CCC1(CC)NC(=O)N(CC(=O)OCC(=O)NC(=O)c2ccccc2OC)C1=O | 11% | -3% | nt | -0.6 | 75 | 0.8% | 1% | 7% | i | 32 | 1.3%[50 µM]
Nc1c(C(=O)Nc2ccc(Cl)cc2)oc2ccccc12 | 4% | -2% | 0.2% | 0.3 | 93 | 9.7% | -1% | -2% | i | 38 | 0.4%
CN(C)CCC1c2ccc(Cl)cc2CCc2cccnc21 (stereo not given) (tested in a mixture with another compound) | 10% | -3% | -1.7% | 0.0 | 52 | -2.4% | -1% | -3% | i | 10 | 0.2%
CC1CCCN(C2=NC(=O)/C(=C/c3cn(-c4ccccc4)nc3-c3cccc(S(=O)(=O)N(C)C)c3)S2)C1 (stereo not given) | 16% | -12% | -0.5% | 0.0 | 45 | 4.8% | 6% | 2% | i | 36 | 0.3%
COc1ccccc1CNC(=O)CCNS(=O)(=O)c1ccc2c(c1)CC(C)N2C(C)=O (stereo not given) | 3% | -2% | 0.4% | -1.1 | 52 | 0.6% | -2% | 0% | i | 9 | 0.1%
CN(C)S(=O)(=O)c1cccc(C(=O)Nc2ccccc2Cl)c1 | 0% | 9% | 0.1% | 0.1 | 52 | 0.9% | 4% | 14% | i | 19 | 4.7%
Cc1ccc(NC(=O)CCNC(=O)c2ccc(Cl)cc2)nc1 | 4% | 4% | -0.4% | -0.6 | 48 | 0.7% | -1% | -5% | i | 41 | 0.2%
COc1cc(/C=N\NC(=O)CC(=O)NCCc2ccccc2)ccc1O | 27µM* | 1% | 0.9% | 0.1 | 90 | -1.4% | 1% | 7.6µM* | i | 50 | -0.2%
C=CCOc1ccc(C(c2c(C(=O)O)[nH]c3ccccc23)c2c(C(=O)O)[nH]c3ccccc23)cc1 | 16% | 6% | -0.1% | -0.5 | 74 | 0.7% | 22µM* | 16% | i | 19 | -1.3%[50 µM]
O=C(CSCc1nc2ccccc2[nH]1)N1CCN(c2ccc(F)cc2)CC1 | -2% | 0% | -0.1% | 0.4 | 64 | 1.7% | -2% | 2% | i | 41 | 4.6%
CCOC(=O)N1CCN(S(=O)(=O)c2ccc(C)c(C)c2)CC1 | -1% | -2% | -0.5% | -1.1 | 60 | 0.3% | -2% | 7% | i | 46 | 0.4%
O=c1c2ccccc2nc(N/N=C/c2c(O)ccc3ccccc23)n1O | 11% | 11% | nt | 0.3 | 37 | -2.9% | 6% | 2% | i | 26 | 0.3%
CCOC(=O)c1c(-c2ccc(OC)cc2)csc1NC(=O)CCN1C(=O)c2ccccc2C1=O | 4% | -15% | -0.4% | 3.5 | 46 | 2.0% | -10% | 21% | i | 37 | 1.8%
O=C(COc1ccc([N+](=O)[O-])cc1)N/N=C/c1ccccn1 | 7% | -2% | 0.1% | -2.9 | 56 | 0.5% | -9% | -1% | i | 39 | 1.0%
CCCc1cc(=O)oc2cc(C)cc(OCC(=O)Nc3ccc(CN4CCOCC4)cc3)c12 | -14% | -2% | 0.0% | -0.3 | 45 | 14% | -10% | 11% | i | 47 | -0.1%
O=P(O)(O)CP(=O)(O)O | nt | 2% | 0.1% | 2.1 | 66 | 1.3% | nt | 12% | i | 34 | nt
COc1ccccc1OCCNC(=O)c1ccc2c(c1)CCC2 | 7% | 7% | -0.8% | -1.5 | 45 | 6.7% | -5% | 6% | i | 43 | -0.2%
COc1ccc(NC(=O)c2cnn(-c3ccccc3)c2C)cc1 | -1% | 9% | 0.1% | 1.0 | 56 | 9.0% | -1% | 1% | i | 57 | -0.1%
O=C(CC1OC(=O)c2ccccc21)Nc1cc(S(=O)(=O)N2CCOCC2)ccc1OCC(F)(F)F (stereo not given) | 5% | -3% | nt | -0.3 | 47 | 1.4% | -1% | 2% | i | 42 | 1.0%[50 µM]
CO/N=C\CC(=O)Nc1ccc(F)cc1 | 8% | 41% | -0.4% | 0.7 | 57 | -1.6% | -2% | 5% | i | 52 | 0.0%
N#Cc1ccc(C(=O)Nc2cc(-c3ccc(F)cc3)nn2-c2ccccc2)cc1 | 16% | 1% | nt | 7.2 | 78 | 0.7% | -7% | 26% | i | 13 | 1.6%
NC(=O)C1(NC(=O)[C@@H]2CC3(CC(c4cccc(NC(=O)[C@@H]5CCC(=O)N5)c4)=NO3)CN2C(=O)c2ccccc2)CC1 (stereo not given in full) | 1% | -8% | -0.2% | -0.2 | 50 | 0.2% | 7% | 19% | i | 47 | 0.0%
O=C(CNc1c(Br)cc(Br)cc1Br)NN=C1CCCCC1 | nt | -4% | -0.6% | 0.8 | 64 | 3.5% | nt | 3% | i | 0 | nt

High-throughput results (PubChem)

Random draw from the library, and some 1.5% of all compounds hit somewhere here.
